# PfM18AAP inh – PfM18AAP inhibitors, malaria aminopeptidase, primary screen, biochemical, QFRET, recombinant enzyme | H-Glu-NHMec fluorogenic cleavage | inhibition, % at 7.35 µM | 1.2% of 290,000 active | M18 aspartyl aminopeptidase (Plasmodium falciparum 3D7);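 active means inhibition above the campaign mean inhibition over all tested compounds plus 3 SD, cut at about 28% in these data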;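 further: 0% = plate median of test compound wells and 100% = 2 mM ZnCl2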
# p-CIP stab down – p/CIP-EGFP fusion destabilizers, primary screen, fluorescence, F442A cells | 16 h | decrease of EGFP signal, % at 10 µM | 0.01% of 290,000 active;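 active means EGFP signal decrease of at least 30% at 10 µM or well 3 SD below plate mean, unless failing retest; inactive means the rest, including hits failing retest or dose response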; further: some compounds called inactive have numbers as strong as hits; many of its hits are not listed in these tables
# SUMO HTRF inh – inhibitors of in vitro SUMOylation cascade, primary screen, biochemical, HTRF, uHTS; SUMO-conjugating enzyme UBC9 (Homo sapiens), P63279; HTRF SUMOylation assay, SAE1/SAE2 + UBC9; inhibition, % at 35 µM; 0.36% of 290,000 active; in the data active means inhibition above about 50%, passing the limit was not always enough; further: strong numbers were not always called active
# IDE cell inh – human IDE inhibitors in live cells, primary screen, fluorescence polarization, HEK cells, FAbetaB substrate; Insulin-degrading enzyme (Homo sapiens), P14735; FAbetaB cleavage; inhibition, % at 5.59 µM; 0.41% of 320,000 active; AID 434962, 2010;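 active means percent inhibition above the average of all tested compounds plus 3 SD, set per screening campaign, cut at about 16% in these data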;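 further: IDE supplied by intact live HEK cells; FP after avidin binding of uncleaved biotin substrate so inhibition keeps polarization high; 0% = DMSO wells and 100% = 60 µM reference IDE inhibitor Ii1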
# Target sequence (P14735 whole entry, looked up): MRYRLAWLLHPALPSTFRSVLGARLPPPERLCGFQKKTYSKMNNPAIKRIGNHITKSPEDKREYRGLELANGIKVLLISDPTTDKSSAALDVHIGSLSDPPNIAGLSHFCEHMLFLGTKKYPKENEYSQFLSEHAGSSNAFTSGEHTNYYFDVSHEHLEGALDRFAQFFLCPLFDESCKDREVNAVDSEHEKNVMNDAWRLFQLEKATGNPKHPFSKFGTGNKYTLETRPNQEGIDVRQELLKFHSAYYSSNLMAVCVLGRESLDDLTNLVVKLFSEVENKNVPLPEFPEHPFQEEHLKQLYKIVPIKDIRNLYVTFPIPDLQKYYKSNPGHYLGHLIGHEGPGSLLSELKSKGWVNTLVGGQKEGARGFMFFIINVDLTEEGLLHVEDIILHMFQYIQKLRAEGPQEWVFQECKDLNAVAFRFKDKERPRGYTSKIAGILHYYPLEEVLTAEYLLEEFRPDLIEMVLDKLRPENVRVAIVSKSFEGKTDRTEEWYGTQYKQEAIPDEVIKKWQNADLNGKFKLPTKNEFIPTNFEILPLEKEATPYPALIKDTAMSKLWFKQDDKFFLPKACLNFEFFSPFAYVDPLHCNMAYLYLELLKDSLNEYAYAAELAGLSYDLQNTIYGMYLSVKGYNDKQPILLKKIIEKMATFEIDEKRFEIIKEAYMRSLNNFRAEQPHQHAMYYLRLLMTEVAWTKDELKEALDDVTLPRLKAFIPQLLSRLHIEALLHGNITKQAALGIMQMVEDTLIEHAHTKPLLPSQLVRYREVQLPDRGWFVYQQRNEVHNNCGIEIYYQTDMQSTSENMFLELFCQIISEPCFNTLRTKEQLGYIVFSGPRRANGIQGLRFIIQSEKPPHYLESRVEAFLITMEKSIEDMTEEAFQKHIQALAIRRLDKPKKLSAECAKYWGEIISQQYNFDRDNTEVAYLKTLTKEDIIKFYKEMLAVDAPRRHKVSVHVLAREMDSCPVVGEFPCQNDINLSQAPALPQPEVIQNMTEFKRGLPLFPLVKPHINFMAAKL
# MEKK2wt PB1 HTS – modulators of MEK5 binding to wildtype MEKK2, primary screen, biochemical, multiplex bead flow cytometry, Alexa488-MEK5 | Mitogen-activated protein kinase kinase kinase 2 (Homo sapiens), Q9Y2U5 | 1.1% of 290,000 active | Alexa488-MEK5 binding to MEKK2 WT; actives lie on both sides | AID 1531, 2009 | binding response (% of control), % at 10 µM; in the data active means binding response below about 67% or above about 130%
# NALP1 inh – NALP1 inflammasome inhibitors in reconstituted yeast, colorimetric, S. cerevisiae, triplicate retest; S. cerevisiae NALP1/ASC/caspase-1 growth, X-gal OD620, 72 h; inhibition, % at 10 µM; 0.61% of 280,000 active; AID 2071, 2009; in the data active means inhibition mostly above about 24%, no sharp cut-off; inactive means mostly below about 32%; further: some compounds called inactive have numbers as strong as hits
# IDE cell activ – human IDE activators in live cells, primary screen, fluorescence polarization, HEK cells, FAbeta-B substrate. FAbeta-B cleavage; 0% vehicle, 100% cell-free pure enzyme wells. Insulin-degrading enzyme (Homo sapiens), P14735. AID 493087, 2011. 0.073% of 340,000 active. activation, % at 5.96 µM;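 active means activation above the mean of all tested compounds plus 3 SD, set per screening campaign, cut at about 17% in these data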
# MEKK2mut PB1 HTS – MEK5 binding signal on mutant MEKK2 PB1, primary screen, biochemical, multiplex bead flow cytometry, Alexa488-MEK5. Alexa488-MEK5 binding to MEKK2 mutant. percent response, % at 10 µM. 0.35% of 290,000 active; in the data active means percent response above about 24%, passing the limit was not always enough; further: inactives centre near 1; some results filed as inactive read as strong as hits; reference of the scale not given here
# MEKK3 PB1 HTS – modulators of MEKK3-MEK5 PB1 binding, primary screen, biochemical, wildtype MEKK3, multiplex bead flow cytometry, Alexa488-MEK5. binding response (% of control), % at 10 µM. bead-based flow cytometry, Alexa488-MEK5 binding to MEKK3; actives lie on both sides; 0 = blocked by unlabeled MEK5, 100 = vehicle. Mitogen-activated protein kinase kinase kinase 3 (Homo sapiens), Q99759. AID 1529, 2009. 1.4% of 290,000 active;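 active means binding response more than 3 SD above or below the average of its plate-row segment, actives on both sides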;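 further: Alexa488 bead fluorescence after subtracting the streptavidin-only scavenger bead signal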
# * = called active by the depositor; . = not tested or not shown. Not all compounds are listed, so the mix of outcomes need not match the whole.
(1) CCOc1ccc2c(c1)c(C(C)=O)c(C)n2Cc1ccco1
(2) CCOc1ccc(NC(=O)N2C[C@H]3C[C@@H](C2)c2cccc(=O)n2C3)cc1
(3) CCN(CC)S(=O)(=O)c1cccc(N=Nc2c(O)n(CC)c(=S)n(CC)c2=O)c1
(4) O=C(c1ccco1)c1cn(Cc2ccc(Cl)cc2)c2ccccc12
(5) Cc1cc(C=C2C(=O)NC(=O)NC2=O)c(C)n1-c1ccncc1
(6) O=C(Nc1ccc(F)cc1F)c1cccnc1Oc1cccc(C(F)(F)F)c1
(7) C/C(=N\Nc1ccccc1)c1c(O)[nH]c(=O)[nH]c1=O
(8) COc1ccc(N=Nc2c(O)[nH]c(=S)[nH]c2=O)cc1
assay / entry	1	2	3	4	5	6	7	8
SUMO HTRF inh	8	0	-3	-14	23	-7	13	7
PfM18AAP inh	3	11	0	5	11	1	0	6
MEKK3 PB1 HTS	94	106	95	109	98	98	92	110
IDE cell activ	-2	2	-2	-5	-4	-5	-1	0
IDE cell inh	5	-3	3	-1	2	5	3	-4
NALP1 inh	0	3	1	8	14	1	.	4
MEKK2mut PB1 HTS	-7	5	-10	1	0	-1	-15	-1
MEKK2wt PB1 HTS	92	107	89	98	96	96	92	109
p-CIP stab down	-22	-15	-10	-28	-1	-8	-2	-6

(9) O=Cc1cn(Cc2ccc(F)cc2)c2ccccc12
(10) CC(CN1CCOCC1)OC(=O)Cc1ccccc1 (stereo unspecified)
(11) Cc1ccsc1C(=O)C1CCCN(Cc2ccc(-n3cccn3)cc2)C1 (stereo unspecified)
(12) COc1ccc(CNC(=O)C(NC(C)=O)C(C)C)cc1OC (stereo unspecified)
(13) O=C1C2CCN(CC2)C1Cc1ccc(OCc2ccccc2)cc1 (stereo unspecified)
(14) CC(=NCc1ccco1)c1c(O)n(-c2ccccc2C)c(=O)[nH]c1=O
(15) COc1cc2c(cc1OC)[C@@H]1C(=O)c3ccc4c(c3O[C@@H]1CO2)C[C@H](C(C)C)O4
(16) CC(O)(CS(=O)(=O)c1cccc(C(F)(F)F)c1)C(=O)Nc1cccc(C(F)(F)F)c1 (stereo unspecified)
assay / entry	9	10	11	12	13	14	15	16
SUMO HTRF inh	-10	-6	65*	6	8	27	0	7
PfM18AAP inh	-1	-19	3	-1	1	-12	-14	-4
MEKK3 PB1 HTS	88	101	96	104	101	101	67	108
IDE cell activ	-2	2	5	7	-5	6	-6	-1
IDE cell inh	-4	-3	-3	0	-4	4	1	-3
NALP1 inh	6	6	-5	4	-10	29	5	2
MEKK2mut PB1 HTS	-5	-3	-8	3	1	-1	-36	8
MEKK2wt PB1 HTS	96	97	91	103	100	98	76	107
p-CIP stab down	2	0	-2	9	-4	1	-16	-7

(17) O=[N+]([O-])c1ccc(NCc2ccc(Cl)cc2)c2ccncc12
(18) OC1C2CN3CN(C2)CC1(c1ccccc1)C3 (stereo unspecified)
(19) NC1=NC(c2cccnc2)n2c(nc3ccccc32)N1 (stereo unspecified)
(20) Cc1ccc2c(c1)C1CN(C)CCC1N2C(=O)/C=C/c1ccc2c(c1)OCO2 (stereo unspecified)
(21) Cn1c(O)c(C(=Nc2ccc(F)cc2)c2ccccc2)c(=O)n(C)c1=O
(22) CCCCn1c(O)c(/C=C/C=Nc2ccccc2)c(=O)[nH]c1=O
(23) C=CCn1c(O)c(C(C)=Nc2ccc(C(=O)O)cc2)c(=O)[nH]c1=O
(24) Cc1ccc2occ(CN3CC4CC(C3)c3cccc(=O)n3C4)c(=O)c2c1 (stereo unspecified)
assay / entry	17	18	19	20	21	22	23	24
SUMO HTRF inh	16	11	2	11	8	1	13	24
PfM18AAP inh	7	1	5	7	5	9	2	2
MEKK3 PB1 HTS	97	98	97	101	104	95	97	103
IDE cell activ	-1	8	.	2	-2	-8	2	-4
IDE cell inh	4	.	4	3	5	7	-3	2
NALP1 inh	10	.	.	-1	-8	27	0	14
MEKK2mut PB1 HTS	5	-3	3	13	6	-3	5	-2
MEKK2wt PB1 HTS	93	95	102	111	104	102	99	101
p-CIP stab down	-28	-5	-2	0	-10	-9	0	-7

(25) COc1ccc(-n2nc(C(=O)NCC(=O)N3CCC4(CC3)OCCO4)c3ccccc3c2=O)cc1
(26) Cc1ccc2c(c1)=C/C(=C\c1c(O)[nH]c(=S)[nH]c1=O)C(=O)N=2
(27) C=C(C)[C@@]12OC3(c4ccccc4)O[C@@H]1C1[C@@H]4O[C@]4(CO)[C@@H](O)[C@]4(O)C(=O)C(C)=C[C@H]4[C@@]1(O3)[C@H](C)[C@H]2OC(=O)/C=C/C=C/c1ccccc1 (stereo partly specified)
(28) C/C=C(\C)C(=O)N[C@@H](c1ccccc1)[C@@H](O)C(=O)O[C@H]1C[C@@]2(O)[C@@H](OC(=O)c3ccccc3)C3[C@](C)(C(=O)[C@H](OC(C)=O)C(=C1C)C2(C)C)[C@H](O)C[C@H]1OC[C@@]31OC(C)=O (stereo partly specified)
(29) CCN(CC)CCCN=Cc1c(O)n(-c2cccc(C)c2C)c(=O)[nH]c1=O
(30) CC(C)c1cc(Br)c(NC(=O)Nc2cccnc2)c(Br)c1
(31) N#CCCn1cc(C(=O)Nc2ccc([N+](=O)[O-])cc2)c(-c2ccccc2)n1
(32) Cc1c(C)c2ccc(OCC(=O)N3CCC(C(=O)O)(c4ccccc4)CC3)cc2oc1=O
assay / entry	25	26	27	28	29	30	31	32
SUMO HTRF inh	16	2	.	-13	5	-23	19	28
PfM18AAP inh	-7	17	.	7	-14	3	-1	5
MEKK3 PB1 HTS	103	101	105	105	93	95	103	101
IDE cell activ	-2	.	3	5	3	3	5	-4
IDE cell inh	1	16*	-1	-4	3	-1	-4	9
NALP1 inh	9	15	.	5	6	2	.	29
MEKK2mut PB1 HTS	0	24	1	4	-20	-4	3	-3
MEKK2wt PB1 HTS	104	109	94	100	92	96	102	98
p-CIP stab down	-7	3	.	8	-9	6	-3	-2

(33) NCCCN1CCN(c2ccccc2)CC1
(34) CCC(=Nc1ccccc1NC(C)=O)c1c(O)n(C)c(=O)n(C)c1=O
(35) Fc1ccccc1CNCCc1c[nH]c2ccccc12
(36) O=C(NCC(c1cccnc1)N1CCN(c2ccc(F)cc2)CC1)Oc1ccccc1 (stereo unspecified)
(37) COc1ccc(/C=C2/C(=O)N(Cc3ccco3)C(=O)N(C(C)C)C2=O)cc1
(38) CC(C(=O)Nc1ccc(Br)cc1C(=O)c1ccccc1)N1CCOCC1 (stereo unspecified)
(39) Cc1cc(N2C(=O)C3CCCN3C2c2ccc(Cl)c(Cl)c2)no1 (stereo unspecified)
(40) CNC(=O)Oc1ccc(-c2cn3cc(C)ccc3n2)cc1
assay / entry	33	34	35	36	37	38	39	40
SUMO HTRF inh	-8	15	10	-6	8	-8	-16	38
PfM18AAP inh	0	11	7	-5	-5	5	-12	0
MEKK3 PB1 HTS	98	102	101	95	98	96	103	102
IDE cell activ	2	2	-3	2	-5	0	2	6
IDE cell inh	0	1	-4	-8	1	6	4	0
NALP1 inh	2	20	22	5	27	-15	11	40
MEKK2mut PB1 HTS	28	2	10	0	-3	0	4	-2
MEKK2wt PB1 HTS	152*	102	107	103	95	95	97	101
p-CIP stab down	6	-11	-18	4	-19	-6	14	-2

(41) COc1ccccc1NC1(C#N)CCCCC1
(42) OC12CCCCC1C(c1ccccc1)NCC2 (stereo unspecified)
(43) CNS(=O)(=O)c1ccc(N=Cc2c(O)n(-c3ccc(C)cc3)c(=O)[nH]c2=O)cc1
(44) O=Cc1cn(Cc2ccc(F)cc2Cl)c2ccccc12
(45) Cc1cc(/C=C2\C(=O)NC(=O)N(c3cccc(F)c3)C2=O)c(C)n1-c1cc(C(=O)O)cc(C(=O)O)c1
(46) CC(C)CCOP(N)(=O)Oc1ccccc1 (stereo unspecified)
(47) COc1nc2ccccc2c(=O)n1-c1ccc(Cl)cc1
(48) O=[N+]([O-])c1ccc(N2CCOCC2)c2ccncc12
assay / entry	41	42	43	44	45	46	47	48
SUMO HTRF inh	16	14	-7	-8	23	-14	7	1
PfM18AAP inh	-2	-8	-7	8	19	0	4	4
MEKK3 PB1 HTS	106	.	106	80	89	105	112	89
IDE cell activ	4	2	0	4	-3	-1	-2	2
IDE cell inh	-8	0	6	7	1	3	-3	3
NALP1 inh	7	8	.	21	12	10	36	-7
MEKK2mut PB1 HTS	-3	.	2	-2	-5	4	-2	-3
MEKK2wt PB1 HTS	98	.	102	87	91	105	106	90
p-CIP stab down	-20	-2	-79	-15	-7	6	-14	-1

(49) CCn1c(O)c(C=Nc2ccc(N3CCOCC3)c(Br)c2)c(=O)n(CC)c1=S
(50) O=C1NC(=O)N(Cc2ccco2)C(=O)/C1=C\c1cccn1CCOc1ccc(Cl)cc1
(51) CCOP(=O)(OCC)C1(O)C(=O)Nc2ccc(Br)cc21 (stereo unspecified)
(52) C[C@@]1([C@@H](NP(=O)(c2ccccc2)c2ccccc2)c2ccccc2)C[C@H]1CCO
(53) Cc1[nH]c2ccccc2c1C1=CCNCC1
(54) CCCCNc1ccncc1S(=O)(=O)NC(=O)NC(C)C
(55) COc1cc(CN2CCNCC2)cc(OC)c1OC
(56) CC(=O)Nc1ccc(C2CN(C)CC2C(=O)c2ccc(Cl)cc2)cc1 (stereo unspecified)
assay / entry	49	50	51	52	53	54	55	56
SUMO HTRF inh	13	.	-8	18	-19	19	13	1
PfM18AAP inh	9	5	-12	-1	-6	-2	-10	2
MEKK3 PB1 HTS	.	99	103	97	113	107	108	102
IDE cell activ	2	-3	6	5	0	1	4	1
IDE cell inh	0	9	-2	4	1	-1	-2	-11
NALP1 inh	24	30	22	22	21	4	-28	9
MEKK2mut PB1 HTS	.	10	2	1	144*	-3	9	5
MEKK2wt PB1 HTS	.	102	101	107	76	100	109	108
p-CIP stab down	0	0	-4	-5	-6	-6	-144	10

(57) COc1ccc(-c2nc3ccccc3n2OC(=O)N(C)C)cc1
(58) O=C1CCCC2C3CCCN4CCCC(CN12)C34 (stereo unspecified)
(59) CCc1c(C)nc(N)nc1N1N=C1SCC(=O)OC
(60) CCCCCn1c(=O)c(C(=O)NCc2ccccc2Cl)c(O)c2ccccc21
(61) Cc1ccccc1-n1c(C)cc(/C=C2/C(=O)NC(=O)N(Cc3ccco3)C2=O)c1C
(62) CC(=O)[C@H]1CC[C@H]2[C@@H]3CC[C@H]4C[C@H](O)CC[C@]4(C)[C@H]3C(=O)C[C@]12C
assay / entry	57	58	59	60	61	62
SUMO HTRF inh	32	14	-1	-8	20	-36
PfM18AAP inh	-1	9	-9	3	19	3
MEKK3 PB1 HTS	103	102	65	104	100	86
IDE cell activ	1	1	-6	6	-5	1
IDE cell inh	10	9	5	0	-4	5
NALP1 inh	2	11	-38	9	6	29
MEKK2mut PB1 HTS	4	1	-8	5	7	3
MEKK2wt PB1 HTS	109	102	70	105	106	107
p-CIP stab down	5	-5	-3	-3	-10	-11

# Screening data (PubChem)
